Compound activity from PubChem.
S100A4 inh HTS: inhibitors of S100A4-myosin IIA peptide binding, primary screen, biochemical, fluorescence polarization, TAMRA-MyoIIA peptide | Protein S100-A4 (Homo sapiens), P26447 | inhibition, % at 10.7 µM | actives 0.14% (n = 360,000) | AID 652163, 2013;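 active = mean inhibition of at least 70% across replicates, with every replicate also reaching that level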
Target sequence (P26447 whole entry, looked up): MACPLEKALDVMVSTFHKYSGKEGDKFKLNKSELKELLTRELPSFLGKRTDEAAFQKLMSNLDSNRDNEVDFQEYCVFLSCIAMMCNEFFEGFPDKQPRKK
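Test system – S100A4 monomer (human) · Compound – single-point compound testing · Schedule – 5 min incubation before reading · Probe or stimulus – TAMRA-labelled myosin IIA heavy-chain peptide probe, 5 nM · Benchmarks – neutral control DMSO, positive control TFP · Medium – Calcium-containing HEPES buffer, pH 7.2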
LGR2 antag: inhibitors of bursicon-induced LGR2 CRE-luciferase signal, primary screen, cell-based, HEK293, CRE-luciferase reporter, bursicon stimulation; inhibition, % at 9.99 µM; actives 0.35% (n = 380,000); bursicon-stimulated, 4 h;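 active = drop in luminescence signal, shown as inhibition above about 50% in the replicate tests, limit read from the data, passing the limit was not always enough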;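 also: agonist challenge used bursicon conditioned medium at about half maximal strength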
FN deposition inh: inhibitors of fibronectin matrix deposition, primary screen, AH1F cells, Alexa488-fibronectin fluorescence, plate reader. AH1F fibroblasts, overnight. inhibition, % at 12.6 µM. actives 0.086% (n = 350,000). AID 743247, 2014;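 active = mean inhibition across replicates of 30% or more, regardless of how many single replicates reach that level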;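 also: positive control wells lacked labelled fibronectin entirely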
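Assay system: AH1F fibroblasts / Quantity: 10000 cells per well / Medium: DMEM plus 2% serum, read in PBS / Reagent: labelled fibronectin 24 nM / Dosing: single dose, pinned / Times: 1 h cell attachment, overnight exposure to compound and label / Signal: fluorescence, ex 485 nm, em 525 nm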
esBAF inh: Bmi1 luciferase reporter increase in mESCs, primary screen, esBAF inhibitor project, mouse ES cells, Bmi1 luciferase knock-in, single point. 24 h; 100% = twice the neutral-well signal. reporter increase, % at 12.5 µM. actives 2% (n = 350,000); in the data active = activation above about 40%;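 also: 0% = median of the plate's neutral control wells and 100% = double that signal; a rise in the Bmi1 reporter signal indicates esBAF inhibition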
CASP6 VEID inh: human caspase-6 inhibitors, primary screen, biochemical, VEID-R110 fluorescence, single point, set 2. P55212. purified caspase-6, Z-VEID-R110 cleavage fluorescence. inhibition, % at 12.5 µM. actives 0.53% (n = 350,000). AID 686996, 2013;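 active = mean inhibition across replicates at least about 35%, with every replicate also reaching that limit, limit read from the data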;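 also: 0% = median of neutral control wells and 100% = no fluorescence left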
Target sequence (P55212 24-179 limits assumed): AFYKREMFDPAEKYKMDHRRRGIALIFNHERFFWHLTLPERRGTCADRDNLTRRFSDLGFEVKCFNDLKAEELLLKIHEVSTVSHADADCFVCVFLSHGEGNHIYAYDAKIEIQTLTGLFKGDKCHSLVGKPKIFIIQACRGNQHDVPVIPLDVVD
Target sequence (P55212 194-293 limits assumed): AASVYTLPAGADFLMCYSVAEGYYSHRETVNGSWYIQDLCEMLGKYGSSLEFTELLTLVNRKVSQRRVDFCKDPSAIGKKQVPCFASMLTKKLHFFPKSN
SIRT5 inh: SIRT5 desuccinylase inhibitors, primary screen, biochemical, fluorescence imaging, single point, set 5; actives 1.1% (n = 330,000); inhibition, % at 15 µM; NAD-dependent protein deacylase sirtuin-5, mitochondrial (Homo sapiens), Q9NXA8; AID 652115, 2013; Purified SirT5, succinyl-peptide AMC, trypsin-coupled fluorescence; in the data active = inhibition above about 15%
Target sequence (Q9NXA8 whole entry, looked up): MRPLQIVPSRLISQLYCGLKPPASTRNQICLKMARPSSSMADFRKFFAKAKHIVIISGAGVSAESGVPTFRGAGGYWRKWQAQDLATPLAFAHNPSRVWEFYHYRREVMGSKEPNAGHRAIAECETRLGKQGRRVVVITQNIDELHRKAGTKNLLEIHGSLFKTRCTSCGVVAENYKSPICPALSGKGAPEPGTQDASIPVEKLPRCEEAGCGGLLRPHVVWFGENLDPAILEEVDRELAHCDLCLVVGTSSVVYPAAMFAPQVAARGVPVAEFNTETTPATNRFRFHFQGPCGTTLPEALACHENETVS
Statin myotox sup: suppressors of statin myotoxicity in C2C12 myotubes, primary screen, cell-based, single point, plate reader; C2C12 myotubes + simvastatin, ATP luminescence, 48 h; scaled: DMSO 0, geranylgeraniol control 100; rescue of ATP level, % at 7.49 µM; actives 0.78% (n = 330,000);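 active = mean ATP rescue above about 67%, or every replicate alone reaching that limit, limit read from the data, passing the limit was not always enough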;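 also: myotubes were challenged with 10 µM simvastatin during compound exposure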
Numbers without * were called inactive; x = not tested or not shown.

1: CCC(Oc1ccccc1OC)C(=O)N1CC(=O)Nc2ccccc21 (stereo not given)
2: CCOC(=O)N(NC(=O)C(O)(CC(C)C)CC(C)C)c1ccccc1
3: COc1cc(C(C)=O)ccc1OCC(=O)Nc1ccc(S(=O)(=O)N2CCCCC2)cc1
4: O=C(Cc1ccccn1)NCC[C@H]1CC[C@@H](NS(=O)(=O)c2ccc(Cl)cc2)[C@@H](CO)O1
5: COc1ccc(CCNC(=O)COC(=O)Cc2ccccc2[N+](=O)[O-])cc1
6: NS(=O)(=O)c1ccc(NC(=O)CSc2ccc3ccccc3n2)cc1

Assay by compound	1	2	3	4	5	6
FN deposition inh	-2.2	-4.3	x	-3.2	3.9	-5.3
SIRT5 inh	-0.5	-4.4	x	2.8	0.9	x
S100A4 inh HTS	-4.0	0.1	-10.6	-9.1	5.7	x
esBAF inh	1.2	x	-1.1	4.4	-3.3	2.0
LGR2 antag	12.0	7.0	-14.3	-9.4	6.8	-22.9
Statin myotox sup	1.5	x	5.1	-0.9	8.6	-4.2
CASP6 VEID inh	1.3	-0.6	-3.6	-6.4	-0.3	x

7: Cc1ccccc1OCCn1cc(C=O)c2ccccc21
8: O=C(N/N=C/c1ccccn1)c1cccnc1
9: Cc1cccc(C)c1NS(=O)(=O)c1ccc(OCCNS(C)(=O)=O)cc1
10: COc1ccc2c3c(n(C)c2c1)[C@H](CO)N(C(=O)CN(C)C)CC31CCN(Cc2cccnc2)CC1
11: CN1CCCC(OC(=O)COc2ccc(Br)cc2)C1 (stereo not given)
12: COCCn1c(SCC(=O)N2CCCCCC2)nc2c(c1=O)SCC2

Assay by compound	7	8	9	10	11	12
FN deposition inh	-4.7	4.4	4.2	x	x	3.8
SIRT5 inh	-1.1	1.9	-0.7	-1.4	-1.2	-0.7
S100A4 inh HTS	-4.5	-1.0	0.8	15.9	-9.8	-1.4
esBAF inh	-3.9	1.8	11.7	x	-0.3	-3.1
LGR2 antag	6.0	-3.6	0.7	-18.3	4.0	-24.7
Statin myotox sup	-12.0	7.6	-2.8	x	0.9	-6.0
CASP6 VEID inh	26.2	2.0	1.4	-4.8	1.1	-3.0

Part of the list above, with values under each structure:
Results follow in this order: FN deposition inh | SIRT5 inh | S100A4 inh HTS | esBAF inh | LGR2 antag | Statin myotox sup | CASP6 VEID inh
7. Cc1ccccc1OCCn1cc(C=O)c2ccccc21
  -4.7 | -1.1 | -4.5 | -3.9 | 6.0 | -12.0 | 26.2
8. O=C(N/N=C/c1ccccn1)c1cccnc1
  4.4 | 1.9 | -1.0 | 1.8 | -3.6 | 7.6 | 2.0
9. Cc1cccc(C)c1NS(=O)(=O)c1ccc(OCCNS(C)(=O)=O)cc1
  4.2 | -0.7 | 0.8 | 11.7 | 0.7 | -2.8 | 1.4
10. COc1ccc2c3c(n(C)c2c1)[C@H](CO)N(C(=O)CN(C)C)CC31CCN(Cc2cccnc2)CC1
  x | -1.4 | 15.9 | x | -18.3 | x | -4.8

(list continues)
13: CN1c2ccc(-c3cccc(F)c3)cc2[C@H]2[C@H](CCN2C(=O)c2ccncc2)[C@H]1CO
14: O=[N+]([O-])c1ccc(N2CCN(Cc3cccc([N+](=O)[O-])c3)CC2)cc1
15: Cc1cc(NC(=O)CN2C(=O)CCSc3ccccc32)no1
16: COc1ccccc1OCCSc1nnnn1-c1ccc(C)cc1
17: Cc1ccc(CCN2CC(C(=O)NCCCN3CCC(C)CC3)CC2=O)cc1 (stereo not given)
18: COc1ccc(CN(C)C[C@H]2Oc3c(NC(=O)Nc4ccc(OC)cc4)cccc3C(=O)N([C@H](C)CO)C[C@H]2C)cc1

Assay by compound	13	14	15	16	17	18
FN deposition inh	-6.9	-6.8	1.3	-4.2	6.3	x
SIRT5 inh	x	x	x	-2.0	-1.8	-4.4
S100A4 inh HTS	x	-8.6	7.7	-2.7	-1.7	5.2
esBAF inh	-11.0	1.1	x	31.5	-1.8	0.1
LGR2 antag	-0.7	1.1	7.8	-0.1	3.0	12.9
Statin myotox sup	-5.2	21.3	x	36.9	-11.9	-15.9
CASP6 VEID inh	x	-1.7	-0.1	1.7	-17.9	x

19: O=C(O)C[C@H]1C[C@H]2c3cc(NC(=O)NC4CCCC4)ccc3O[C@H]2[C@@H](CO)O1
20: Cc1ccc(S(=O)(=O)N(CC(=O)NCc2ccccn2)c2ccc(Cl)cc2)cc1
21: CCN1C(=S)SC(=O)C1=C1C=C(C)N(Cc2ccco2)C(C)=C1
22: COc1ccc(-c2csc(NCCc3nc4cc(C(=O)NCCCO)ccc4n3Cc3ccc(C)cc3)n2)cc1
23: COc1cccc(C(=O)Nc2nnc(CCS(=O)(=O)c3ccc(C)cc3)s2)c1
24: CC(=O)N[C@H]1[C@H](O/N=[N+](\[O-])N2CCCC2)OC(CO)[C@@H](O)[C@@H]1O (stereo not given in full)

Assay by compound	19	20	21	22	23	24
FN deposition inh	10.8	-0.6	x	7.0	8.2	x
SIRT5 inh	-5.4	0.7	x	x	-7.0	-3.8
S100A4 inh HTS	-9.0	11.1	x	2.1	-5.1	12.0
esBAF inh	2.8	-1.2	72.0*	5.5	-3.5	x
LGR2 antag	-1.4	-1.9	-56.2	4.8	-1.0	x
Statin myotox sup	-4.2	19.3	21.5	7.2	4.5	x
CASP6 VEID inh	-0.8	-1.5	x	x	-1.2	-2.5

25: COc1ccc(C(=O)C2CCCN(C(=O)c3cccc(Cn4cccn4)c3)C2)cc1F (stereo not given)
26: C[C@@H]1CN([C@@H](C)CO)C(=O)c2cc(NS(=O)(=O)c3ccc(F)cc3)ccc2O[C@H]1CN(C)Cc1ccc(C(=O)O)cc1
27: COc1ccc2c3c(n(C)c2c1)[C@@H](CO)N(CC1CC1)CC31CN(C(=O)Nc2ccccc2)C1
28: C[C@@H]1CN([C@@H](C)CO)C(=O)c2cccc(NS(=O)(=O)c3cn(C)cn3)c2O[C@H]1CN(C)C(=O)Nc1ccc(F)cc1
29: C[C@H](CO)N1C[C@H](C)[C@H](CN(C)C(=O)Oc2ccccc2)OCc2ccccc2-c2ccccc2C1=O
30: O=C(CCCCC(=O)N1CCOCCOCCOCC1)OCc1ccccc1

Assay by compound	25	26	27	28	29	30
FN deposition inh	-0.5	-4.3	x	0.1	1.7	-0.9
SIRT5 inh	0.8	-4.2	-4.9	2.9	2.3	-0.6
S100A4 inh HTS	0.8	-2.4	-25.1	2.0	5.4	-4.5
esBAF inh	x	-0.1	x	-5.3	4.0	x
LGR2 antag	-6.3	-3.8	-3.3	11.2	-4.7	-2.7
Statin myotox sup	x	x	x	9.3	-25.7	x
CASP6 VEID inh	2.4	-1.2	x	-0.6	-0.4	-2.5

31: O=C(C[C@@H]1CC[C@H](NC(=O)Nc2ccc3c(c2)OCO3)[C@H](CO)O1)NCc1ccc(Cl)cc1
32: O=C(N/C(=C/c1ccco1)C(=O)N1CCCCCC1)c1cccs1
33: C[C@H]1CN([C@@H](C)CO)C(=O)c2c(c3ccccc3n2C)-c2ccccc2CO[C@H]1CN(C)Cc1cccc2c1OCCCO2
34: CCC(=O)N1CCC(C)(C(=O)NCc2cccc(OC)c2)C1 (stereo not given)
35: COc1ccc(N(CC(=O)NCc2ccc(C)cc2)S(=O)(=O)c2c(C)noc2C)cc1
36: CN(C)C(=O)C[C@@H]1CC[C@H]2[C@H](COc3ccc(NC(=O)C4CCOCC4)cc3C(=O)N2C)O1

Assay by compound	31	32	33	34	35	36
FN deposition inh	-4.9	2.5	1.0	10.8	-3.9	-5.4
SIRT5 inh	-1.3	x	21.4*	x	-1.7	3.0
S100A4 inh HTS	11.6	x	6.5	0.8	1.7	2.2
esBAF inh	3.0	14.3	x	1.3	-8.5	-0.6
LGR2 antag	9.8	x	10.9	-0.4	2.4	1.6
Statin myotox sup	5.8	-0.2	x	9.6	2.2	2.8
CASP6 VEID inh	3.1	x	-1.0	-2.7	-1.8	1.6

37: CCCCC(c1nnnn1CS(=O)(=O)c1ccc(C)cc1)N1CCC(C(N)=O)CC1 (stereo not given)
38: C[C@@H]1CN([C@H](C)CO)C(=O)c2cc(NC(=O)C3CCCCC3)ccc2O[C@@H]1CN(C)S(=O)(=O)c1ccc(F)cc1
39: CCCCCc1ccc(CC(=O)N2CCOCC2)cc1
40: COC(=O)c1ccc(COC(=O)CNC(=O)c2cccs2)cc1
41: C(=C\c1ccccc1)/CN1CCN(C(c2ccccc2)c2nnnn2C2CCCC2)CC1 (stereo not given)
42: Cc1cc(NS(C)(=O)=O)c(=O)n(Cc2cccc(C(F)(F)F)c2)c1

Assay by compound	37	38	39	40	41	42
FN deposition inh	-1.8	-5.8	12.6	6.7	-2.0	0.0
SIRT5 inh	-0.6	0.9	1.0	-0.6	0.6	2.0
S100A4 inh HTS	-0.1	18.7	-3.3	-0.1	19.4	9.1
esBAF inh	-2.8	-7.3	16.3	-11.4	-1.8	-5.1
LGR2 antag	2.7	6.8	0.7	-0.8	11.8	1.1
Statin myotox sup	17.1	-23.5	15.6	4.1	13.7	1.8
CASP6 VEID inh	-4.4	2.2	50.3*	-3.3	1.9	5.8

43: COCCN1Cc2cc(C(=O)OC)c3c(c2C1=O)c1ccccc1n3S(=O)(=O)c1ccc(OC)cc1
44: C[C@@H]1CN([C@H](C)CO)S(=O)(=O)c2ccc(C#Cc3ccccn3)cc2O[C@@H]1CN(C)Cc1ccccc1
45: COc1ccc(NS(=O)(=O)c2cccc3cccnc23)cc1Cl
46: Cc1ccc(N(C)S(=O)(=O)c2c(C)noc2/C=C/N(C)C)cc1
47: COC(=O)C[C@H]1CC[C@@H]2[C@H](COc3ccc(NC(=O)c4ccccc4OC)cc3C(=O)N2C)O1
48: Cc1ccc(NC(=O)CNC(=O)c2cccs2)cc1S(=O)(=O)Nc1ccc(Cl)cc1

Assay by compound	43	44	45	46	47	48
FN deposition inh	6.0	-7.4	11.3	0.4	-9.5	4.4
SIRT5 inh	x	6.3	-2.8	-2.3	x	1.0
S100A4 inh HTS	-3.9	14.2	1.6	0.3	x	3.0
esBAF inh	x	5.6	-0.2	-1.8	-3.4	8.8
LGR2 antag	1.1	10.0	-1.1	-8.9	-17.8	3.5
Statin myotox sup	x	64.3	6.3	10.9	-2.6	19.7
CASP6 VEID inh	-3.6	-0.1	7.5	-0.5	x	5.7

49: CC(NC(=O)C(=O)N1CCOCC1)C(c1cccs1)N1CCN(c2ccc(F)cc2)CC1 (stereo not given)
50: O=C1C=C(Nc2ccccc2O)c2ccccc2C1=O
51: CCOc1ccccc1NS(=O)(=O)c1ccc2c(c1)N(C)CCO2
52: Cc1noc(C)c1S(=O)(=O)N(C)C[C@H]1Oc2ccc(NS(=O)(=O)c3ccccc3)cc2C(=O)N([C@@H](C)CO)C[C@H]1C
53: COc1ccc(C(=O)COC(=O)c2cccnc2Cl)c(OC)c1
54: C[C@@H]1CN([C@H](C)CO)C(=O)c2cc(NS(=O)(=O)c3cn(C)cn3)ccc2O[C@@H]1CN(C)Cc1ccc2c(c1)OCO2
55: COc1ccc(S(=O)(=O)N(C)C[C@@H]2Oc3ncccc3C(=O)N([C@H](C)CO)C[C@@H]2C)cc1
56: Cc1cc(C)cc(NC(=O)CN2C(=O)NC(C)(c3ccccc3)C2=O)c1 (stereo not given)

Assay by compound	49	50	51	52	53	54	55	56
FN deposition inh	6.1	x	-7.0	x	-27.6	x	-8.1	x
SIRT5 inh	1.4	-0.1	1.0	-2.4	-1.3	-1.6	-3.2	x
S100A4 inh HTS	0.5	2.5	-2.5	3.4	10.9	-1.7	-5.5	x
esBAF inh	-4.5	5.9	-3.6	-0.1	x	-2.9	-3.2	-6.7
LGR2 antag	-3.3	-1.7	-0.2	-7.5	-43.9	6.9	-2.6	12.3
Statin myotox sup	0.9	25.2	10.5	-23.3	x	3.5	51.2	4.6
CASP6 VEID inh	-5.0	41.4*	2.4	6.5	9.9	-2.9	8.2	x

Only part of the results is shown; rates above refer to the full screens.
